# Apoferritin bind = candidate novel general anesthetic via apoferritin binding; apoferritin/1-aminoanthracene competitive binding, fluorescence; 350,000 compounds, 0.074% hits; AID 485281; Potency, µM (doses to about 77.5 µM), inactives show at the highest dose activity change, negative = displacement, hits mostly inhibitors; note: potency is the fitted concentration of half-maximal effect; % is set by controls: 0 for no effect and ±100 for the full control effect; nearly all actives have a fitted effect of over 20% in size
#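 Concentration-response curves derived by four-parameter Hill fitting of normalized fluorescence, where compounds displaced 1-AMA from 10 uM horse apoferritin following a brief 10 min room-temperature incubation; propofol titration acted as positive control.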
# Pol iota inh = DNA polymerase iota (human) inhibition; Q9UNA4; Pol iota fluorescent replication assay, 10 min; Potency, µM (top dose mostly 115 µM), for inactives: at the top dose activity, negative = inhibition, most hits filed as inhibitors; 390,000 compounds, 1% hits; note: potency is the fitted concentration of half-maximal effect
#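 Fluorescent replication assay read twice, at 0 min and 10 min after adding 50 nM (final) substrate. Enzyme (10 nM) and compounds were first incubated 15 min at room temperature; enzyme-free buffer wells were negative controls.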
# Pol kappa inh = inhibitors of human DNA polymerase kappa. Q9UBT6. purified Pol kappa, fluorescent DNA synthesis assay, 10 min. Potency, µM (doses to about 107 µM), inactives show at the top dose activity, negative = inhibition, usual class: inhibitors. 400,000 compounds, 0.53% hits; note: potency is the fitted concentration of half-maximal effect; % is set by controls: 0 for no effect and ±100 for the full control effect
#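 50 nM final substrate added after 15 min RT preincubation of 10 nM Pol kappa with compound; fluorescence read at 0 and 10 min.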
# BLM helicase inh = Bloom syndrome helicase (human) inhibition | 350,000 compounds, 0.2% hits | recombinant BLM DNA unwinding, fluorescence dequenching | Potency, µM (highest dose often 56.1 µM), without a hit: top-dose activity change, negative = inhibition, actives largely listed as inhibitors | P54132 | AID 2528;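 note: potency is the fitted concentration of half-maximal effect; plate controls were vehicle for no effect and no enzyme for full effect; nearly all actives have a fitted effect of over 35% in size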
# PGK inhibitor = blocks T. brucei phosphoglycerate kinase | PGK/GAPDH coupled, Kinase-Glo luminescence, 60 min | Potency, µM (highest dose often 57.5 µM), for inactives: at the top dose activity change, negative = inhibition, hits mostly inhibitors | 380,000 compounds, 0.043% hits; note: potency is the fitted concentration of half-maximal effect; % is set by controls: 0 for no effect and ±100 for the full control effect; nearly all actives have a fitted effect of over 60% in size
#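 Recombinant glycosomal PGK reaction used 1,3-bisphosphoglycerate generated in-well by GAPDH (100nM final) in 100mM TEA pH 7.6, 5mM MgCl2, 0.01% Tween-20. After 60 minutes at room temperature, ATP was read by Kinase-Glo Plus luminescence end-point.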
# Pol beta inh = inhibitors of human DNA polymerase beta | Pol beta primer extension/strand displacement, fluorescence kinetic | Potency, µM (doses to about 114 µM), for inactives: at the top dose activity change, negative = inhibition, actives largely listed as inhibitors | 340,000 compounds, 1.3% hits | P06746; note: potency is the fitted concentration of half-maximal effect; % is set by controls: 0 for no effect and ±100 for the full control effect
#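 Preincubation: enzyme (10 nM) with compound, 15 min, RT. Reaction: substrate added to 50 nM final. Reads: 0 and 10 min. Analysis: normalized, Hill fit.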
# POLH inh = DNA polymerase eta (human) inhibition; recombinant Pol eta, fluorescent DNA replication assay; Potency, µM (series often up to 114 µM), inactives show at the highest dose activity change, negative = inhibition, hits mostly inhibitors; 390,000 compounds, 1.2% hits; Q9Y253; AID 588591; note: potency is the fitted concentration of half-maximal effect; % is set by controls: 0 for no effect and ±100 for the full control effect
# Target sequence (Q9Y253 whole entry, looked up): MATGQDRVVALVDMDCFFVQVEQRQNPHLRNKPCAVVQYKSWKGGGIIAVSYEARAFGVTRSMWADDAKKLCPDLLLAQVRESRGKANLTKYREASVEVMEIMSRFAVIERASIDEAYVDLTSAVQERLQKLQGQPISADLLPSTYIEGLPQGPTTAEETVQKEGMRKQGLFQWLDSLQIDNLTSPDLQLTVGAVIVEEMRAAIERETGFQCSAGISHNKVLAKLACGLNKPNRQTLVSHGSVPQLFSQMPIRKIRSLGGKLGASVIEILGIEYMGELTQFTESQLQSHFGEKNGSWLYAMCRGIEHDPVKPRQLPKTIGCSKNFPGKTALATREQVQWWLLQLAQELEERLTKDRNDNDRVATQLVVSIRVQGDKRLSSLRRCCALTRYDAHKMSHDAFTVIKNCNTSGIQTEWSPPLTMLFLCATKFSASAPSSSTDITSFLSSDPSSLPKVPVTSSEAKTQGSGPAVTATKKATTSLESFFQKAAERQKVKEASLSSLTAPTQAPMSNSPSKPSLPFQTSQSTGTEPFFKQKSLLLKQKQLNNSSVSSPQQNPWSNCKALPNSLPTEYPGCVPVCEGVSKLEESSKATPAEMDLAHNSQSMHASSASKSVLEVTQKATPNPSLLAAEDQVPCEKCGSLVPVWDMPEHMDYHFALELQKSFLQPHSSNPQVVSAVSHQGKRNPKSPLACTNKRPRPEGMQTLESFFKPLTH
#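 Pol eta at 10 nM preincubated with compounds 15 min at room temperature; reaction started with fluorescent substrate (50 nM final) and read kinetically at 0 and 10 min.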
# RXFP1 antag = antagonists of human relaxin receptor RXFP1; activity change, negative = inhibition, % at 57.5 µM; HEK293-RXFP1, relaxin-stimulated cAMP HTRF, 30 min; hits give low values; AID 1259400; Q9HBX9; 350,000 compounds, 0.59% hits;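 active = activity change of -60% or lower, but not beyond a set lower limit; inconclusive = change between -60% and -40%, or beyond the set limit; inactive = change above -40%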; note: % is set by controls: 0 for no effect and ±100 for the full control effect
# APEX1 inh = blocks human APE1 abasic DNA cleavage. P27695. recombinant APE1, TAMRA/BHQ-2 abasic DNA cleavage fluorescence. Potency, µM (doses to about 65.8 µM), without a hit: at the highest dose activity change, negative = inhibition, usual class: inhibitors. 350,000 compounds, 0.35% hits. AID 2517;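 note: potency is the fitted concentration of half-maximal effect; plate controls were vehicle for no effect and reference inhibitor for full effect; nearly all actives have a fitted effect of over 55% in size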
# Target sequence (P27695 whole entry, looked up): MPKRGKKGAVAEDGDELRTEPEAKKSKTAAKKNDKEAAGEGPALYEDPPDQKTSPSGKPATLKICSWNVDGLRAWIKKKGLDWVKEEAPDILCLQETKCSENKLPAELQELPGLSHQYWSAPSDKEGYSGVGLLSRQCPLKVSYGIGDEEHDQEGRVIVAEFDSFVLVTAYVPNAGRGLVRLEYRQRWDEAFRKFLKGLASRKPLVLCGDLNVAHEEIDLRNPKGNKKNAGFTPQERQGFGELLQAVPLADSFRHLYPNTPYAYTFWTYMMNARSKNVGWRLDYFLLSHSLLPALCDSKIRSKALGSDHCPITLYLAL
#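 Activity was derived from the fluorescence gain between first and third kinetic reads (60 s intervals, ex 525/em 598 nm) after 50 nM THF-abasic TAMRA/BHQ-2 duplex was added to 0.75 nM APE1 preincubated 15 min with compound.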
# * marks the source's active call; other numbers are inactive results; i = inactive; ? = inconclusive; . = not tested or not shown; [ ] = another dose, or the depositor's remark. Unless noted, calls come from the whole dose curve; as a rule, active = well fitted curve in the direction sought with a large enough effect; inconclusive = small, poorly fitted or top-dose-only effect, or another doubt; inactive = no such curve, though single readings can be large; an effect the other way counts as inactive or inconclusive. Only part of the results is shown. The share of hits here may be higher or lower than overall.
# Sample of the layout (2 entries):
# Fields: APEX1 inh	POLH inh	Pol iota inh	RXFP1 antag	Pol kappa inh	Pol beta inh	BLM helicase inh	Apoferritin bind	PGK inhibitor
1. O=C(COC(=O)CNC(=O)c1ccco1)Nc1ccc(F)cc1
    2%	-4%	108%[activator]	3	-12%	3%	0%	-2%	8%
2. Cc1ccc(C(=O)Nc2cccc3cccnc23)cc1Br
    .	-13%	195%[activator]	16	-4%	.	.	.	-3%

# All compounds of this part, repeating the preview:
# Fields: APEX1 inh	POLH inh	Pol iota inh	RXFP1 antag	Pol kappa inh	Pol beta inh	BLM helicase inh	Apoferritin bind	PGK inhibitor
1. O=C(COC(=O)CNC(=O)c1ccco1)Nc1ccc(F)cc1
    2%	-4%	108%[activator]	3	-12%	3%	0%	-2%	8%
2. Cc1ccc(C(=O)Nc2cccc3cccnc23)cc1Br
    .	-13%	195%[activator]	16	-4%	.	.	.	-3%
3. COc1cccc(CC2CC(=O)N(c3ccc4c(C)cc(=O)oc4c3)C2=O)c1 (stereo not drawn)
    -4%	-3%	15%	.	0%	29%	-3%	-14%	-10%
4. O=C(Nc1ccc(Cl)cc1)Nc1nnc(Cc2ccc([N+](=O)[O-])cc2)s1
    12%	-16%	36%[activator]	-1	-6%[60.1 µM]	39%	1%	-1%	4%
5. COc1ccc(S(=O)(=O)NC(CC(=O)NCc2ccccc2OC)c2ccco2)cc1 (stereo not drawn)
    -4%	-18%	-3%	-7	-42%	?	-5%	-17%	-6%
6. Cc1oc(-c2cccs2)nc1CN1CCN(C2CCCC2)C(CCO)C1 (stereo not drawn)
    1%	-6%	4%	-5	3%	15%	1%	-4%	-4%
7. CCCCC1=CC2=CC(=O)C(C)(OC(=O)CC)C(=O)C2=CN1CCc1c[nH]c2ccccc12 (stereo not drawn)
    1%[12.4 µM]	1%	37%[activator]	.	-10%	18%	-6%[12.4 µM]	-19%	-5%
8. CCOC(=O)N1CCC(N2Cc3cccc(C(=O)Nc4ccc(N(CC)CC)cc4C)c3C2=O)CC1
    38%	-17%	33%[activator]	-5	-1%	1%	-3%	-8%	i
9. COc1ccc(-c2cn(-c3ccc(C)cc3)c(=O)n2CC(=O)Nc2ccc(OC)cc2OC)cc1
    -9%	-16%	?	-27	1%	2%	-15%	-15%	i
10. CC1=Nn2c(nnc2-c2cccs2)SC1
    17%	-8%	6%	-2	10%	4%	2%	-5%	-9%
11. CCc1ccc(OCC(O)CN2CCCC2)cc1 (stereo not drawn)
    21%	-19%	95%[activator]	-11	-1%	0%	1%	-1%	6%
12. CCOc1ccc(NC(=O)CSc2nc(-c3cccs3)cc(C(F)(F)F)c2C#N)cc1
    .	-14%	18%	-5	-3%	1%	-2%	-6%	7%
13. COc1ccc(-c2[nH]ncc2CN(C)Cc2c(C)n[nH]c2C)c(OC)c1
    12%	-13%	157%[activator]	-5	-10%	58%	4%	-6%	9%
14. COc1ccc(NC(=O)C(NC(=O)Cc2cccs2)c2ccccc2)cc1 (stereo not drawn)
    3%	-18%	-14%	.	6%	5%	-3%	-17%	3%
15. CC(=O)Nc1ccc(OC(=O)c2cc3cc(Br)ccc3oc2=O)cc1
    3%	-15%	-9%	-9	-3%	-7%[57.1 µM]	-1%	-2%	i
16. COc1ccc(C)cc1S(=O)(=O)Nc1cccc(-c2ccc(N3CCCCCC3)nn2)c1
    -10%	-4%	-8%	-33	-4%	-1%	-6%	-3%	-4%
17. CCOc1ccc(Oc2ccc(C(F)(F)F)cc2N)cc1
    3%	-10%	-11%	-16	-14%	1%	-12%	-17%	6%
18. COc1cc2[nH]c(=S)nc(NCc3cccs3)c2cc1OC
    -2%	-9%	50%[activator]	3	-6%	3%	-6%	?	-1%
19. O=C(COC(=O)c1ccc(S(=O)(=O)N2CCCC2)cc1)Nc1cccnc1Cl
    17%	-12%	13%	-1	3%	12%	-5%	-6%	i
20. CC1CCC/C(=N\NC(=O)Nc2ccccc2)C1 (stereo not drawn)
    2%	-17%	111%[activator]	-6	-5%	-18%[57.1 µM]	5%	2%	-6%
21. CC1Cc2ccccc2N1C(=O)CSc1nnc2sc3ccccc3n12 (stereo not drawn)
    2%	-13%	-13%	20	0%	?	1%	-16%	-2%
22. CSCCC1NC(=O)C(C(C)=NNC(N)=O)=C1O (stereo not drawn)
    .	-6%	17%	-6	-25%	.	.	.	i
23. COCCNC(=O)c1ccc(NC(=O)C2(c3ccccc3)CCCC2)cc1
    -5%	-13%	-23%	-3	-15%	-5%	-2%	-17%	-9%
24. CC1=CC(c2ccccc2)NC(=S)N1 (stereo not drawn)
    6%	-8%	11%	19	-12%	4%	4%	-5%	-8%
25. CCN(CC(=O)N1CCCCC1)S(=O)(=O)c1ccccc1
    21%	-15%	19%	6	-5%	25%	0%	0%	2%
26. CCOc1ccc(CNC(=O)C2CCCCN2S(=O)(=O)c2ccc(F)cc2)cc1OC (stereo not drawn)
    .	-12%	1%	5	16%	41%	-2%	-5%	-11%
27. Cc1ccc(C)c(-n2c(-c3csc(C)c3C)n[nH]c2=S)c1
    -1%	-12%	22%	-8	0%	9%	-4%	-4%	-4%
28. COc1ccc(C(C(=O)NC2CCCCC2)N(CC2CCCO2)C(=O)CNC(=O)c2ccco2)cc1 (stereo not drawn)
    -1%	2%	8%	0	0%	1%	2%	-8%	0%
29. O=C(Nc1ccc(OC(F)(F)F)cc1)c1nc2ccccc2nc1N1CCCCC1
    .	-17%	-7%	-29	-12%[60.1 µM]	6%	-10%	-10%	1%
30. Cc1ccc(S(=O)(=O)N2CCCCC2CCNC(=O)C(=O)NCCc2ccco2)cc1 (stereo not drawn)
    -5%	-23%	30%[activator]	-7	0%	.	.	.	-3%
31. Cc1cc(OCc2cccc(Cl)c2)c(C)cc1CN1CCOCC1
    -4%	-21%	13%	-17	2%	28%	-4%	-17%	-3%
32. O=C(Oc1nsnc1N1CCOCC1)N1CCCCC1
    .	-13%	9%	-7	-4%	.	.	.	.
33. COc1ccccc1OCCCC(=O)Nc1ccc2c(c1)OCCO2
    22%	-15%	-6%	-12	-4%	3%	-3%	1%	-8%
34. CC1(C(=O)NC2CCCCC2)CCC(=O)N1Cc1cccnc1 (stereo not drawn)
    -3%	-3%	20%	.	-12%	4%	-1%	1%	3%
35. COCc1nnc(NC(=O)CCC2CCCCC2)s1
    -4%	-17%	17%	-4	-7%	-27%	-1%	-22%	1%
36. CC(=O)/C=C(\C)Nc1c(C)n(C)n(-c2ccccc2)c1=O
    -2%	-7%	73%[activator]	-14	-6%	11%	2%	0%	i
37. CCc1nnc(NC(=O)COC(=O)c2cc(OC)cc(OC)c2)s1
    7%	-2%	5%	-9	-8%	.	.	.	0%
38. CCOC(=O)N1CCN(c2nc3ccc(C(=O)c4ccccc4)cc3n3cnnc23)CC1
    -2%	-7%	-16%	7	-9%	4%	-4%	-12%	-5%
39. Cc1ccc(C)c(-c2nnc(NC(=O)COc3ccccc3)o2)c1
    3%	-6%	33%[activator]	-35	-19%	.	.	.	0%
40. Cc1ccc(S(=O)(=O)NCCc2ccncc2)cc1
    -2%	-14%	-5%	0	-8%	-9%	0%	-12%	-8%
41. O=C(c1nc[nH]c1C(=O)N1CCc2ccccc2C1)N1CCc2ccccc2C1
    -5%	-5%	6%	.	1%	.	.	.	-8%
42. CCOC(=O)NC1(NCC(C)C)Oc2ccccc2O1
    ?	-4%	?	6	?	?	0%	-11%	2%
43. Cc1ccc(S(=O)(=O)N2CCC(C(=O)NCCC3=CCCCC3)CC2)c(C)c1
    -12%	-4%	57%[activator]	-10	-4%	.	.	.	4%
44. O=C(c1ccccc1)N1CCN(C(=O)c2cc3ccccc3o2)CC1
    0%	-9%	11%	-3	-1%	5%	0%	-11%	0%
45. Cc1ccc(NC(=O)C(=O)NC2CCCCC2)cc1
    11%	-18%	23%	-5	0%	?	2%	-1%	2%
46. Cc1cccc(N/N=C/c2ccc(O)c(O)c2O)c1
    ?	?	?	13	?	10µM*	-2%	4%	-6%
47. CCOC(=O)c1ccccc1OC(=O)Oc1ccccc1C(=O)OCC
    .	-21%	23%	-8	-7%	.	.	.	i
48. COC(=O)c1sc(=S)n(Cc2ccccc2)c1C
    1%	-8%	138%[activator]	4	-12%	-4%	-7%	-3%	6%
49. O=C(OCc1cc2ccccc2[nH]c1=O)c1cccc([N+](=O)[O-])c1
    -5%	-12%	23%	3	23%	5%	-3%	2%	-10%
50. O=C(Cc1ccc([N+](=O)[O-])cc1)N1CCN(c2ccc([N+](=O)[O-])cc2)CC1
    4%	-1%	-10%	15	-4%	-13%	-4%	-18%	3%
51. Cc1ccc2[nH]c3c(=O)n(Cc4ccncc4)cnc3c2c1
    -5%	-6%	8%	-4	-2%	9%	-2%	1%	-1%
52. CCOC(=O)C1(CCc2ccccc2)CCN(C(=O)CCc2cnn(C)c2)CC1
    -4%	2%	24%	-14	5%	12%	0%	-10%	-1%
53. CN(CC(=O)Nc1ccc(Cl)c(Cl)c1)C(=O)c1cccc2cccnc12
    23%	-5%	-6%	-3	-11%	.	.	.	-8%
54. COc1ccccc1CCC(=O)OCC(=O)Nc1ccc2[nH]c(=O)[nH]c2c1
    10%	0%	51%[activator]	-10	-18%	.	.	.	2%
55. COc1ccc([N+](=O)[O-])cc1NC(=O)CCN1CCOCC1
    33%	-8%	19%	-8	-4%	22%	-3%	-7%	-8%
56. CN(C(=O)c1cccc(NC(=O)Cc2ccc(NC(=O)C3CCN(C(=O)C4CCC4)CC3)cc2)c1)C1CCCCC1
    .	0%	-6%	.	-8%	.	.	.	-11%
57. CN(C)c1nc(-c2ccoc2)nc2ccccc12
    1%	.	.	.	-13%[60.1 µM]	.	6%	?	.
58. COc1ccc(C(=O)NC(=S)N2CCCCC2)cc1
    29%	-6%	9%	0	-7%	2%	-5%	?	-4%
59. CCc1cc(OCCOCCN(C)C)ccc1Cl
    -2%	-18%	-1%	-10	-4%	1%	0%	-1%	i

# Screening data as filed in PubChem.
